Screening results from PubChem BioAssay.
GPR35 arrestin U2OS: GPR35 antagonists blocking zaprinast-driven arrestin recruitment, primary screen, imaging, U2OS, beta-arrestin-GFP, zaprinast agonist (AID 2058) | U2OS GPR35 beta-arrestin-GFP translocation imaging, zaprinast antagonism; higher % means a stronger effect | one-dose inhibition, % at 10 µM; IC50 in µM for titrated hits | hit rate 0.052% among 290,000;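 active means inhibition of at least 50% with at least 30 cells and total cytoplasm GFP at most 10,000,000; inconclusive means under 30 cells or total GFP of 10,000,000 plus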
Yfh1-off respiration: mitochondrial function rescue without frataxin homolog – Friedreich's ataxia, plus single-dose screen, dose response (AID 1465); S. cerevisiae Yfh1-off respiration, WST-1 reduction, 72 h; higher fold induction means a stronger effect; one-dose fold induction at 50 µM; EC50 in µM for titrated hits; hit rate 0.074% among 220,000;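 active means fold induction of absorbance versus untreated yeast above a set limit, then at least 30% activation at any dose in follow-up; inconclusive means repeats straddling the limit, or above it without dose testing; inactive means fold induction below the set limit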;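 further: activators that raise dye reduction in frataxin-depleted yeast; strong numbers were not always called active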
NTR1 agonist: agonists of NTR1, primary screen, imaging, U2OS cells, beta-arrestin-GFP, high content (AID 493036); P30989; NTR1-U2OS beta-arrestin-GFP spot imaging, agonist mode; activation, % at 20 µM; hit rate 0.17% among 330,000;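 active means activation at or above 40% of the spot to cytoplasm intensity ratio, with at least 20 cells analyzed; inconclusive means wells under 20 cells, flagged as cytotoxic or low count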;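 further: 0% = DMSO without peptide and 100% = 100 nM NTR1 peptide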
Target sequence (P30989 whole entry, looked up): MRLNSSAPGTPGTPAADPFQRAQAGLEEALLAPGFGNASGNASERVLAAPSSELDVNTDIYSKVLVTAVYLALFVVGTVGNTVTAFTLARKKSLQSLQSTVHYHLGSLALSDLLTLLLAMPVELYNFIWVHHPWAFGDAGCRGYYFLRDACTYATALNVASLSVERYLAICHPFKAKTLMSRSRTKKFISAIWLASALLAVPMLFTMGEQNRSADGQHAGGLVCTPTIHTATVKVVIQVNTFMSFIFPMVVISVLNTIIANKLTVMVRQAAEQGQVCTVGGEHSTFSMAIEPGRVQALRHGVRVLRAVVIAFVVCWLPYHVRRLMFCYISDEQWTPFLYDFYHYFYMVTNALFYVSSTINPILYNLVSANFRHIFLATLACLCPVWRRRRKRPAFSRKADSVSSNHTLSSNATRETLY
Rac1 GTP hydrolysis: MgcRacGAP GTPase-activating activity inhibitors, confirmation, biochemical, ADP Hunter fluorescence. MgcRacGAP-stimulated Rac1 GTP hydrolysis, ADP Hunter fluorescence; higher % means a stronger effect; GST-tagged Rac1 F28L mutant substrate. inhibition, % at 30 µM, or IC50 in µM where a hit was titrated. hit rate 0.6% among 340,000. AID 624330;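 active means first-screen hits whose inhibition reached a set limit at any dose in the follow-up dose series; inconclusive means inhibition above the set first-screen limit but never retested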;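 further: fluorescence reports GDP produced by GAP-driven GTP hydrolysis; strong numbers were not always called active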
AID2073: disruptors of CaV2.2 binding to Mint1 – biochemical, HTRF (AID 2073) | HTRF protein-protein interaction, Mint1-CaV2.2; higher % means a stronger effect | inhibition, % at 20 µM, or IC50 in µM where a hit was titrated | hit rate 0.19% among 290,000; in the data active means inhibition mostly above about 51%, no sharp cut-off; inconclusive means no clear call, values can overlap the other calls; inactive means mostly below about 53%; further: some results filed as inactive read as strong as hits
NS5 inhibitors: flavivirus cap methylation enzyme inhibition – biochemical, confirmation dose response, primary screen (AID 588689); Dengue-2 NS5 methyltransferase capping enzyme assay, biochemical; higher % means a stronger effect; one-dose inhibition, % at 25 µM; IC50 in µM for titrated hits; hit rate 0.3% among 340,000; in the data active means a potency from the dose series; inconclusive means inhibition above about 29% without an active follow-up result
GPR55 antagonists: inhibition of LPI-stimulated GPR55 beta-arrestin translocation – imaging, U2OS, beta-arrestin-GFP, LPI agonist, primary screen (AID 2013); hit rate 0.13% among 290,000; U2OS GPR55 beta-arrestin-GFP translocation imaging, LPI antagonism; higher % means a stronger effect; inhibition, % at 10 µM, or IC50 in µM where a hit was titrated;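 active means spots per cell inhibited over 60%, with over 100 cells counted and total cytoplasm intensity under 500,000; inconclusive means wells with under 100 cells, flagged as likely toxic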;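 further: U2OS cells stably carrying GPR55 and arrestin-GFP stimulated by 5 µM LPI near EC80; imaged beta-arrestin-GFP aggregate spots per cell after agonist stimulation; plate controls were LPI-stimulated DMSO wells for no effect and DMSO wells without LPI for full effect; some results filed as inactive read as strong as hits; confirmed hits need IC50 under 10 µM and bright autofluorescent wells are also inconclusive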
Large T inhibition: SV40 large T antigen inhibitors, biochemical (AID 1903); hit rate 0.39% among 310,000; SV40 large T antigen ATPase/helicase inhibition assay; higher % means a stronger effect; inhibition, % at 20 µM, or IC50 in µM where a hit was titrated; in the data active means a potency from the dose series; inconclusive means inhibition mostly from about 32% at the one dose, without a potency; inactive means the rest, 99 in 100 with inhibition below about 32%; further: strong numbers were not always called active
GPR55 beta-arrestin: GPR55 agonists via beta-arrestin recruitment, primary screen, imaging, U2OS cells, beta-arrestin-GFP redistribution (AID 1961); U2OS GPR55 beta-arrestin-GFP redistribution imaging; higher % means a stronger effect; one-dose activation, % at 10 µM; EC50 in µM for titrated hits; hit rate 0.048% among 290,000;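 active means activation above 40% with more than 50 cells counted in the well; inconclusive means wells holding fewer than 50 cells, flagged as toxic or sparse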;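 further: U2OS osteosarcoma cells stably expressing GPR55 and beta-arrestin-GFP; plate controls were DMSO negative control for no effect and LPI positive control for full effect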
NTR1 agonist cell count 20 µM: second read-out of NTR1 agonist, no call of its own (marks repeat the call); cell count; measured here: cell count, cytotoxicity flag
NS5 inhibitors pilot replicate: second read-out of NS5 inhibitors, no call of its own (marks repeat the call); inhibition, %; measured here: pilot screen replicate inhibition
Active calls of the source: *; i = inactive; ? = inconclusive; nt = no result given. No enrichment for hits (roughly 1.7% active in at least one column).

SMILES | GPR35 arrestin U2OS | Yfh1-off respiration | NTR1 agonist | NTR1 agonist cell count 20 µM | Rac1 GTP hydrolysis | AID2073 | NS5 inhibitors | GPR55 antagonists | Large T inhibition | GPR55 beta-arrestin | others
O=C(NC1CCCCC1)c1ccc(CS(=O)Cc2ccc(Cl)cc2)o1 (stereo unspecified) | 5% | nt | 0.9 | 58 | 12% | 0% | -2% | 14% | 13% | -0.1%
COc1ccc(NS(=O)(=O)c2cccc(NC(=O)NCCCl)c2)cc1 | 1% | i | -0.1 | 66 | 4% | 0% | 0% | -2% | 7% | 0.2%
CCCOC(=O)c1c(NC(=O)CCCn2nc([N+](=O)[O-])cc2C)sc(C(=O)OC)c1C | 7% | i | 0.5 | 76 | 6% | 2% | -5% | 2% | 8% | 1.2%
CCc1nnc(NC(=O)CSc2nnc(-c3ccccc3O)n2-c2ccc(C)cc2C)s1 | -7% | i | 2.3 | 47 | -4% | 34% | -8% | 8% | 22% | -0.1%
COc1ccc(C)c2sc(N(CCN(C)C)C(=O)c3ccc4ccccc4c3)nc12 | -1% | nt | 22 | 61 | 6% | 6% | 0% | -7% | 3% | -0.2%
NC(=S)N/N=C/c1ccc2c(c1)OCCO2 | -5% | i | 1.3 | 44 | -1% | 12% | -13% | 12% | 3% | 0.0%
CCCCn1c(N)c(N(CC(C)C)C(=O)c2cccc(S(=O)(=O)N3CCCCCC3)c2)c(=O)[nH]c1=O | 4% | nt | -0.6 | 59 | 1% | 4% | -4% | 8% | 6% | -0.1%
O=C(Nc1ccc2c(c1)OCO2)c1ccc(S(=O)(=O)NCC2CCCO2)cc1 (stereo unspecified) | -4% | i | -0.8 | 49 | 3% | 7% | 0% | 7% | 3% | -0.1%
CC(=O)Nc1nonc1NC(=O)CSc1ccccn1 | 6% | i | 1.9 | 98 | 6% | -1% | -3% | 17% | 0% | 0.3%
Cc1ccc(C)c(NC(=S)N2CCCCC2CO)c1 (stereo unspecified) | 3% | i | 0.3 | 41 | 6% | -5% | -5% | 7% | 0% | -0.2%
CC1(C)Cc2c(sc3c2c(=N)n(Cc2ccco2)c(=O)n3CC(=O)Nc2ccc(Cl)cc2)CO1 | -9% | i | 2.5 | 57 | -6% | 1% | -16% | -4% | nt | -0.2%
CCN(CC)C(=O)CSc1nc2ccccc2c(=O)n1OC | -12% | i | 0.0 | 31 | 16% | -7% | 2% | -8% | 2% | 0.3%
CC(=O)N(C(C)=O)n1c(C)nc2sc3c(c2c1=O)CCCC3 | 7% | i | 0.7 | 70 | 13% | 7% | 5% | 23% | 4% | 0.8%
Cc1ccnc(NC(=O)CCCOc2cc(=O)n(C)c3ccccc23)c1 | 6% | i | -1.6 | 82 | 7% | -6% | -4% | 0% | 7% | -0.3% | NS5 inhibitors pilot replicate=0.8
O=C(NNc1c2ccccc2nc2ccccc12)c1ccc(O)cc1O | 5% | nt | 9.3 | 37 | 24% | -6% | 6% | 16% | 19% | 0.0%
O=C(Cn1c(NCCO)nc2ccccc21)N1CCN(Cc2ccccc2)CC1 | -11% | i | -0.7 | 42 | 4% | -2% | -4% | 5% | -6% | 0.5%
O=S(=O)(Nc1ccc(Cl)cc1)c1cccc2nsnc12 | -20% | nt | -0.9 | 98 | 9% | -4% | -2% | 0% | -3% | -0.1%
Cc1nonc1OCCN1CCN(c2ccccc2[N+](=O)[O-])CC1 | -10% | i | -0.2 | 99 | -2% | -4% | 2% | -3% | 11% | -0.2%
CSCCC(=O)N(C)CC1CCN(CCc2cccc(C(F)(F)F)c2)CC1 | -1% | nt | 1.5 | 74 | -12% | -5% | -11% | -7% | 9% | 0.7%
C=C1CCN([C@@H](C)C(=O)NCc2ccc(Cl)cc2)S(=O)(=O)c2ccccc21 | -4% | i | 0.0 | 91 | 9% | -3% | -4% | -10% | 5% | 0.6%
Cc1cccc(C(=O)NCC(=O)NCC(c2ccco2)N2CCCCC2)c1 (stereo unspecified) | nt | nt | 0.5 | 62 | 8% | nt | -1% | nt | 24% | nt
CCN(CC)S(=O)(=O)c1ccc(/C=C/C(=O)Nc2ccc(Br)cc2F)cc1 | 7% | i | 6.2 | 38 | 0% | 9% | 3% | 0% | 3% | -0.2%
COc1ccc(/C=C2\C(=O)ON=C2c2ccccc2)cc1 | 15% | nt | 21 | 93 | 25% | 30% | ? | 5% | 73% | -0.1%
Cc1cccc(OCC(=O)Nc2ccc(N3CCN(S(C)(=O)=O)CC3)cc2)c1C | 2% | i | -1.8 | 95 | 6% | 8% | -6% | -24% | nt | -0.1%
Cc1ccccc1-n1c(=O)cc(N2CCN(C(=O)c3ccco3)CC2)[nH]c1=O | 2% | i | -1.4 | 87 | 5% | 7% | -3% | 13% | 5% | 0.0%
CCc1c(C)sc(NC(=S)N2CC(C)OC(C)C2)c1C(=O)OC (stereo unspecified) | 11% | i | 6.1 | 44 | 1% | -23% | -2% | 4% | 9% | -0.2%
COc1ccc(Oc2c(C)nc(SCC(=O)c3ccc(Cl)cc3)[nH]c2=O)cc1 | -1% | nt | 1.2 | 61 | 13% | 10% | 14% | 13% | 14% | 0.1%
Cc1c(C(=O)N/N=C/c2cccnc2)sc(N)c1C#N | 0% | nt | 0.3 | 83 | 6% | 14% | -7% | -5% | 5% | 0.0%
COc1ccc(C(=O)O/N=C(\N)c2ccc(OC)c(OC)c2)c(OC)c1 | -16% | nt | 2.4 | 48 | 12% | 11% | -7% | 3% | 6% | 0.0%
CCOc1cc(S(=O)(=O)N2CCOCC2)ccc1F | 4% | i | 0.5 | 70 | 5% | 0% | 3% | 13% | -5% | 0.1%
CCc1nn(C)c2c(=O)c(=O)c2n(C)[nH]1 | -11% | i | 1.1 | 64 | 10% | 2% | 15% | -16% | 26% | 1.4%
CCOc1ccc(NC(=O)CN(C)CC(=O)Nc2ccccc2C#N)cc1OCC | 17% | i | 0.3 | 52 | -9% | -11% | -3% | 19% | 16% | -0.1%
CC(C(=O)Nc1c2c(cc3c1CCC3)CCC2)N1CCCC1 (stereo unspecified) | 1% | i | 0.1 | 62 | 4% | 0% | 3% | 7% | 1% | -0.3%
CCCCCCCC(=O)N/N=C/c1ccco1 | 10% | i | 0.0 | 86 | 4% | -10% | -7% | 3% | 10% | -0.1%
Nc1ccc(/C=C/C(=O)c2ccco2)cc1 | 18% | i | -0.1 | 63 | 6% | 2% | -59% | 6% | 2% | 0.1%
Cc1c(C(=O)C(=O)NCCc2ccc(S(N)(=O)=O)cc2)c2ccccc2n1C | -3% | i | 0.4 | 71 | 5% | -2% | -1% | 9% | 6% | 0.0%
Cc1ccc(-c2noc(CCC(=O)N3CCCc4ccccc43)n2)cc1 | 8% | i | 7.9 | 35 | 3% | -2% | -7% | 2% | 7% | 0.2%
CCn1c2c(c3cc(Cl)ccc31)CCCC2=O | -3% | i | 2.2 | 89 | 1% | 10% | -1% | -10% | 2% | -0.2%
O=C(CCCN1C(=O)/C(=C/c2ccccc2)SC1=S)Nc1ccc(O)cc1 | 10% | i | 0.8 | 79 | 16% | -9% | 9% | -1% | 11% | 0.1%
CN(CC(=O)Nc1ccccc1C(F)(F)F)C(=O)COc1ccccc1Cc1ccccc1 | nt | nt | 1.4 | 53 | 7% | nt | -4% | nt | 7% | nt
O=C(COC(=O)CCc1nc2ccccc2c(=O)[nH]1)Nc1ccc2c(c1)OCO2 | 3% | i | 2.7 | 55 | 11% | 2% | -11% | 2% | 8% | -0.2%
Cn1c(=O)[nH]c(=O)c2c1ncn2CCCc1ccccc1 | -2% | i | 0.2 | 43 | 5% | -15% | -3% | 2% | 22% | -0.3%
O=C(NCCN1CCOCC1)c1ccc(N2CCCC2)c([N+](=O)[O-])c1 | -2% | i | 0.0 | 84 | 6% | -10% | 4% | 0% | 6% | 0.1%
CN(C(=S)Nc1ccc(Oc2ccccc2)cc1)C1CCCCC1 | -4% | i | -0.4 | 100 | 13% | -10% | 4% | 0% | -4% | -0.2%
O=C(CN1C(=O)NC(Cc2ccccc2)C1=O)Nc1ccccc1OC(F)F (stereo unspecified) | nt | nt | -0.8 | 51 | 2% | nt | 2% | nt | 6% | nt
CN(Cc1ccccc1)c1nc2c(c(=O)n(C)c(=O)n2C)n1CCCc1ccccc1 | -3% | i | 24 | 48 | 13% | 4% | 4% | 34% | -3% | 0.2%
Cc1cc(Nc2cc(C(=O)O)ccc2C)n2ncnc2n1 | 7% | i | -1.9 | 46 | 4% | 5% | -6% | 8% | 3% | -0.1%
CC(=O)N1CCc2cc(S(=O)(=O)NCCC(=O)Nc3cc(C)cc(C)c3)ccc21 | -12% | i | -2.1 | 77 | 9% | 1% | -4% | 6% | 9% | -0.1%
COc1ccccc1N1CCN(C2=NS(=O)(=O)c3ccccc32)CC1 | -6% | i | -0.9 | 85 | -3% | -11% | -12% | -1% | 4% | -0.2%
Nn1c(Nc2ccc(Cl)cc2)nncc1=O | 3% | i | 2.0 | 74 | 10% | 1% | -2% | 0% | 5% | 0.2%
CC(=O)Nc1ccc2c(c1)NC(=O)CC2 | -4% | i | -2.2 | 84 | 6% | -4% | 2% | 10% | 14% | -0.3%
Cn1c(-c2cccc([N+](=O)[O-])c2)cnc1NCc1cccc([N+](=O)[O-])c1 | 6% | i | 1.8 | 39 | 38% | -9% | -10% | -2% | 9% | 0.3%
CN1C2=C(C(=O)CC(C)(C)C2)C(c2cccs2)C2=C1CC(C)(C)CC2=O | nt | nt | 3.0 | 49 | 14% | nt | 8% | nt | 12% | nt
Oc1[nH]c2ccccc2c1C=Nc1ccc2c(c1)OCCO2 | 16% | i | nt | nt | -1% | -4% | -7% | 3% | 2% | -0.2%
CC(C)(C#N)N([O-])C=C[N+](=O)C(C)(C)C#N | 18% | i | 3.5 | 57 | 3% | 2% | 1% | -10% | 0% | -0.2%
CSc1c(CC(=O)Nc2ccccc2C(F)(F)F)n(Cc2ccccc2)c2ccccc12 | -11% | i | 3.2 | 42 | 8% | 0% | -7% | 7% | -1% | 0.3%
Cc1cc(C)nc(NC(=O)Cc2cccs2)n1 | 1% | i | 0.4 | 37 | 12% | -4% | 6% | -1% | 4% | -0.2%
